Bioassay records (PubChem)
D2 antag = antagonizes the human D2 dopamine receptor. P14416. HEK293 TREx D2 cells, calcium flux, dopamine EC80. inhibition, % at 10 µM. 340,000 compounds, 2% hits. AID 485344; in the data active means inhibition above about 30%; further: 0% is about no effect
Target sequence (P14416 whole entry, looked up): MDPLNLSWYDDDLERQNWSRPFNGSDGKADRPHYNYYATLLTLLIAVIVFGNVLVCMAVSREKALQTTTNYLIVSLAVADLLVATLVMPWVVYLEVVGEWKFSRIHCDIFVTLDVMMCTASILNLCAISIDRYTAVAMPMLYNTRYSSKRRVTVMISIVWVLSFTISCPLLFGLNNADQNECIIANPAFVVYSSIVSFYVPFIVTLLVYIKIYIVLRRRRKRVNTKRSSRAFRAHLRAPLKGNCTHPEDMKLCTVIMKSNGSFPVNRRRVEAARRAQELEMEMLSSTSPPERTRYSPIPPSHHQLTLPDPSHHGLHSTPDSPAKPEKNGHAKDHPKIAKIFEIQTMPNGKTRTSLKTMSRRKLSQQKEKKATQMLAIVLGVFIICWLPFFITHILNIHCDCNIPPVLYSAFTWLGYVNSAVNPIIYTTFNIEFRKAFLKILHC
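Antagonism is scored as inhibition of an EC80 dopamine-evoked calcium signal in a force-coupled, tetracycline-inducible HEK293 T-REx D2 line, with compound present 180 s before agonist.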
TrxR1 substrate = is turned over as a substrate by rat TrxR1 | O89049 | purified TrxR1 substrate turnover, NADPH consumption readout | Potency, µM (series often up to 114 µM), without a hit: top-dose activity change, negative = substrate turnover | 390,000 compounds, 0.01% hits; further: potency means the concentration at half of the fitted maximal effect; on the % scale 0 is the no-effect control and ±100 the full control effect; nearly all actives have a fitted effect of over 50% in size
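Rat TrxR1, dispensed at 90 nM, was prereduced with 400 uM NADPH (final) for 5 min at ~22 deg C, then incubated with compound 15 min before 400 uM selenite. A first-read NADPH fluorescence drop versus no-compound background flagged substrates.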
rTrxR1 inhibitor = rat TrxR1 inhibition; O89049; recombinant rTrxR1, NADPH fluorescence consumption, selenite substrate; Potency, µM (series often up to 114 µM), for the others: at the top dose activity change, negative = inhibition, most hits filed as inhibitors; 390,000 compounds, 1% hits; AID 588453; further: potency means the concentration at half of the fitted maximal effect; on the % scale 0 is the no-effect control and ±100 the full control effect; nearly all actives have a fitted effect of over 65% in size
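Rat TrxR1 (90 nM in the dispensed reagent) was pre-reduced with 400 uM NADPH for 5 min at room temperature, then incubated with compound for 15 min. After 400 uM selenite was added, NADPH fluorescence (Ex 340/Em 450 nm) was followed for 8 min.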
IDH1 R132H inh = blocks human mutant IDH1 R132H enzyme | 390,000 compounds, 0.093% hits | O75874 | IDH1-R132H enzyme, NADPH consumption, diaphorase/resazurin fluorescence | Potency, µM (titrated, usually from 76.6 µM), without a hit: at the top dose activity change, negative = inhibition, usual class: inhibitors; further: potency means the concentration at half of the fitted maximal effect; on the % scale 0 is the no-effect control and ±100 the full control effect; nearly all actives have a fitted effect of over 65% in size
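IDH1-R132H (0.5 ug/mL dispensed) in pH 7.5 Tris buffer was preincubated 30 min with compound, then given a substrate mix of 0.016 mM NADPH and 2 mM alpha-KG for 80 min at room temperature; remaining NADPH was read by diaphorase/resazurin fluorescence.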
Pin1 inhibitor = blocks the human prolyl isomerase Pin1; Q13526; Pin1 FP peptide displacement, HiFluor488, 10 min; Potency, µM (highest dose often 115 µM), for inactives: at the top dose activity, negative = inhibition, usual class: inhibitors; 390,000 compounds, 0.009% hits; AID 504891; active means well fitted inhibition curve with a large enough effect in the polarisation, with a control signal flat, not every such curve was filed as active; inconclusive means small, poorly fitted or top-dose-only effect, or effect the other way, or a change in a side signal; inactive means no such curve, though single readings can be large or run the other way; the % refers to the polarisation; further: potency means the concentration at half of the fitted maximal effect; on the % scale 0 is the no-effect control and ±100 the full control effect
Target sequence (Q13526 whole entry, looked up): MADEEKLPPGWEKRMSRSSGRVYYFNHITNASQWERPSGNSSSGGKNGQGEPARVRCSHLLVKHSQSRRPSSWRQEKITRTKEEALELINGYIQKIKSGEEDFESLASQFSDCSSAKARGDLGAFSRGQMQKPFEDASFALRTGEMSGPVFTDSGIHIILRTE
TRHR ag = activates the human TRH receptor. TRHR cells, calcium flux fluo-8, FDSS agonist mode. AID 493084. activation, % at 2 µM. P34981. 360,000 compounds, 0.18% hits; in the data active means activation above about 30%; further: 0% is about no effect
Target sequence (P34981 whole entry, looked up): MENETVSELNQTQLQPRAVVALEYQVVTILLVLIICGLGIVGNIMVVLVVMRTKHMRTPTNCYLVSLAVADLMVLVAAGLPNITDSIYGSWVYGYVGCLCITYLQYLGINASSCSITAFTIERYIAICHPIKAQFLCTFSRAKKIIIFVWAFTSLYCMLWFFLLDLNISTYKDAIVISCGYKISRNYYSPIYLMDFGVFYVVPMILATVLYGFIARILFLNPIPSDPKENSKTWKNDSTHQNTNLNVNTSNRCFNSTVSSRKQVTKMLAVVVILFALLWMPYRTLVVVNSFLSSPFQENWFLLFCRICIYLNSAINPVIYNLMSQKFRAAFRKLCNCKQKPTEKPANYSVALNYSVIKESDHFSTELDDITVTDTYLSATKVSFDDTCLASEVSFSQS
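Steps: seed TRHR cells overnight; add fluo-8 no-wash Ca dye, RT 30 min–1.5 h; record 10 s baseline; pin-transfer compounds; monitor fluorescence 1 cycle/s for the agonist window. Calcium increases flag candidate agonists.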
TRHR PAM = allosterically enhances the human TRH receptor; P34981; TRHR cells, fluo-8 calcium fluorescence, EC20 TRH enhancement; 360,000 compounds, 0.66% hits; enhancement, % at 2 µM; in the data active means enhancement above about 30%; further: 0% is about no effect
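Enhancer read-out: after compound pinning and an initial kinetic agonist-mode read, an EC20 of TRH (10 nM final) was injected and fluo-8 calcium signal (Ex 480/Em 530) followed at 1 s/cycle for 100 cycles in TRHR-expressing cells.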
D2 agonist = agonists of human D2 dopamine receptor; P14416; HEK293 T-REx D2 cells, calcium flux agonist mode; activation, % at 2 µM; 340,000 compounds, 0.53% hits;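 active means activation over 3 SD above normal in the single-dose calcium agonist read, cut at about 30% in these data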; further: 0% is about no effect
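Tetracycline-induced HEK293 Trex cells with D2 receptor force-coupled to calcium signaling, plated overnight at 30 C and loaded with no-wash calcium dye. Calcium flux read kinetically for 180 s after compound addition; responses flag agonists.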
USP1 inh = inhibitors of human USP1/UAF1 deubiquitinase; O94782; recombinant USP1/UAF1, Ub-Rhodamine cleavage fluorescence; Potency, µM (top dose mostly 57.1 µM), for inactives: top-dose activity change, negative = inhibition, hits mostly inhibitors; 390,000 compounds, 0.23% hits; AID 743255; further: potency means the concentration at half of the fitted maximal effect; on the % scale 0 is the no-effect control and ±100 the full control effect; nearly all actives have a fitted effect of over 60% in size; inactives centre near -12
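USP1/UAF1 complex (1 nM) preincubated 15 min at room temperature with compound, then Ub-Rho substrate (150 nM final) added. Kinetic fluorescence at 480/540 nm over 6 reads at 60 s intervals; 50 mM HEPES pH 7.8, 0.5 mM EDTA, 0.1 mg/ml BSA, 1 mM TCEP, 0.01% Tween-20.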
The depositor's hits bear a star; ? = inconclusive; · = no result given; [ ] = remark or other dose. Unless noted, the call rests on the fitted dose curve; in most records, active means well fitted inhibition curve with a large enough effect; inconclusive means small, poorly fitted or top-dose-only effect; inactive means no such curve, though single readings can be large or run the other way. Some of the compounds tested (hit frequency here may not be typical).

Values in the order: D2 antag, TrxR1 substrate, rTrxR1 inhibitor, IDH1 R132H inh, Pin1 inhibitor, TRHR ag, TRHR PAM, D2 agonist, USP1 inh
- CC(=O)C1=C(c2ccc(C)c(C)c2)N(C(C)=O)n2c(nnc2-c2ccc(Cl)cc2)S1
    ·, 6%[57.1 µM], 16%[57.1 µM], 21%, -1%, 0.4, -1, -0.3, ?
- CCCSCCCNC(=O)c1ccc2c(c1)nc1n2CCCCC1
    ·, 2%[57.1 µM], 7%[57.1 µM], 18%, -2%, -0.4, -2, 0.5, 9%
- Cc1ccc(C)c(NC(=O)CSc2nc(N)c(NC(=O)c3cccs3)c(=O)[nH]2)c1
    3, 8%[57.1 µM], 25%[57.1 µM], 1%, -11%, 0.0, 1, -0.5, -4%
- O=C(NC1CC2CCC1C2)c1ccco1 (centres undefined)
    2, 4%, 27%, -6%, 0%, 0.1, -6, 0.1, -4%
- COc1ccc2ncc3c(-c4ccc(C)c(C)c4)nn(CC(=O)NC4CCCC4)c3c2c1
    ·, -1%[57.1 µM], 16%[57.1 µM], 18%, 28%, -0.1, 5, -0.2, 4%
- Cc1cc(-n2ccnc2)n2c(nc3ccccc32)c1C#N
    -1, 16%, 14%, 0%, 45%[activator], 0.4, 0, 0.1, ?
- CCCc1cc(=O)[nH]c(SCC(=O)Nc2ccc3c(c2)CCC3)n1
    -5, -2%, 2%, 5%, 3%, -0.2, -1, 0.1, -15%
- O=C(COC(=O)CCC(=O)c1ccc(F)cc1)NCc1ccco1
    1, 10%, 9%, 1%, -3%, -0.4, 3, 2.2, -11%
- CCOC(=O)C1=C(N)n2c(s/c(=C\c3ccco3)c2=O)=C(C(=O)OCC)C1c1ccco1 (centres undefined)
    22, -3%, ?, -1%, 26%, 0.2, -4, 0.2, -16%
- C=CCSc1nnc(NC(=O)c2ccc(S(=O)(=O)NCC3CCCO3)cc2)s1 (centres undefined)
    ·, -4%, 2%, 0%, 11%, 0.2, -1, ·, -3%
- O=C(CSc1n[nH]c(=O)[nH]c1=O)N/N=C/c1ccccc1O
    4, -6%, -4%, 2%, -1%, 0.1, 16, 0.0, -16%
- NC(=O)c1ccccc1NC(=O)/C=C/C(=O)O
    -12, 24%[57.1 µM], 7%[57.1 µM], -9%, -2%, 0.1, 5, -0.5, -16%
- COc1ccccc1Cn1c(=S)[nH]c2cc(C(=O)NCC(OC)OC)ccc2c1=O
    -15, 9%, 26%, -9%, -1%, -1.2, 3, -2.2, -30%
- Cc1cc(Cl)nc(-c2ccccc2O)n1
    0, -7%, -1%, -4%, -11%, -0.2, -6, -0.2, -9%
- CCC(=O)Nc1cc(-c2cccc(C)c2)nn1-c1ccccc1
    ·, 3%[57.1 µM], 24%[57.1 µM], 8%, -11%, -0.2, 6, -0.3, -10%
- COc1ccc(C(C)=O)cc1COC(=O)CNC(=O)c1ccc(F)cc1
    -25, -3%, -14%, 3%, -1%, -0.7, 8, -2.0, -14%
- CCC(CC)c1nc(C#N)c(NCc2ccccc2)o1
    5, -1%[57.1 µM], 12%[11.4 µM], 7%, -3%, 1.7, -2, 6.6, -11%
- COc1nc(Oc2ccc(/C=N/O)cc2)nc(N(C)C)n1
    -4, 3%, 2%, 1%, -2%, -0.5, 4, -0.2, -3%
- O=C(COC(=O)c1c(Cl)cccc1Cl)NCc1cccs1
    ·, 2%, 17%, 1%, -6%, ·, ·, ·, -17%
- COc1cc(C)c(COc2ncnc3ccccc23)cc1OC
    ·, 3%, 24%, -4%, -10%, 2.4, 8, ·, -9%
- O=C1CC(=O)N2CCSC2=N1
    ·, 0%[2.29 µM], 8%[2.29 µM], 15%, -11%, ·, ·, ·, -12%
- O=C(NCC(=O)N(Cc1ccco1)C(C(=O)NC1CCCCC1)c1cccnc1)c1cccs1 (centres undefined)
    -8, 0%, -12%, 3%, -5%, 0.1, 0, -0.6, -15%
- N#Cc1ccc(CSc2ncnc3c2cnn3Cc2ccccc2)cc1
    ·, 2%, 1%, -4%, 0%, 1.2, -7, ·, 8%
- Cc1ccc(OCc2cc(C(=O)NCc3cn4ccccc4n3)no2)cc1C
    0, -7%, 2%, 7%, 0%, 0.2, -3, 0.2, -13%
- CCN1CCN(C(=O)Cn2nc(C)n3c(cc4c(OC)cccc43)c2=O)CC1
    35*, 291%[activator], -20%, -4%, -1%, 0.3, 12, 0.1, -19%
- CCCN(c1ccc(C(C)C)cc1)S(=O)(=O)c1ccc2c(c1)oc(=O)n2CC(=O)OCC
    ·, -4%, 29%, -12%, -3%, 0.9, -9, ·, -16%
- COc1ccccc1CC(=O)N1CCCc2ccccc21
    17, -5%, 0%, 0%, 4%, -0.1, 25, 0.8, -6%
- Cc1ccc(C(=O)N2CCN(c3ccc(NC(=O)COc4ccccc4C)cc3)CC2)cc1
    11, -8%, -12%[57.1 µM], -1%, -4%, -2.4, 2, -1.2, -1%
- COc1ccc(C)cc1-n1nnnc1SCC(=O)NC1CCS(=O)(=O)C1 (centres undefined)
    -8, 0%, 11%, 0%, -4%, -1.3, 2, 0.3, -18%
- COc1ccc(OCC(=O)N(Cc2ccco2)C2CCS(=O)(=O)C2)cc1 (centres undefined)
    1, -6%, -1%, -15%, -4%, 0.0, 7, 1.5, -4%
- Cn1c(=O)c(-c2ccccc2)nc2ccccc21
    1, 74%[activator], -14%, 4%, -4%, -0.3, -4, 0.1, -4%
- CCn1ccc2cc(S(=O)(=O)N3CCCN(C(=O)NCCOC)CC3)ccc21
    ·, 1%[57.1 µM], 8%[57.1 µM], -32%, 0%, -0.1, -2, -0.7, -28%
- Cc1cc(OCC(=O)N(C)C2CCCCC2)ccc1Cl
    -17, 2%[57.1 µM], 14%[57.1 µM], -1%, 6%, -0.4, 5, -1.2, -14%
- O[C@@H](CNC[C@H](O)c1ccccc1)c1ccccc1
    -26, 2%[57.1 µM], 14%[57.1 µM], 4%, -1%, 0.3, 3, 0.5, -1%
- N=C(c1cccc([N+](=O)[O-])c1)N1CCCCC1
    -4, 1%, -10%, 0%, 0%, 0.0, -9, 0.0, -9%
- O=C(c1ccc2c(c1)N(Cc1cccc(F)c1)C(=O)c1ccccc1S2)N1CCOCC1
    ·, -5%[57.1 µM], 9%[57.1 µM], 2%, 6%, -0.3, -1, -0.2, -10%
- C/C(=N\NC(=O)c1c(Cl)cnn1C)c1cccnc1
    ·, 0%, 8%, 2%, -1%, -0.3, 4, ·, -22%
- O=C(c1ccc(C(F)(F)F)cc1)C1CCCN(C(=O)CN2CCCC2=O)C1 (centres undefined)
    -3, 74%, 13%[57.1 µM], 17%, -2%, -0.2, 56*, -0.5, -12%
- CCN(CC)C(=O)NC1CC(=O)N(c2ccc(OC)cc2)C1 (centres undefined)
    6, -4%, -9%, 4%, 3%, 1.2, 0, 0.9, -7%
- C#CCOCCOCCOCCNc1nc(N2CCN(C(=O)CCCCCCCCCCNC(=O)Cn3cc(CCCCCN)nn3)CC2)nc(N2CCN(C(=O)CCCCCCCCCCNC(=O)[C@@H](CCSC)n3cc(CCO)nn3)CC2)n1
    8, 0%, -18%, -2%, ?, -0.1, 2, 0.6, -17%
- COc1cccc(C(c2nnnn2Cc2ccccc2)N2CCN(C(=O)c3ccco3)CC2)c1OC (centres undefined)
    -5, 4%, ?, 2%, -1%, 0.1, 12, 4.4, -24%
- Cc1cccc(C(=O)N2CCCC(Nc3ccc(C)c(C)c3)C2)n1 (centres undefined)
    -2, 2%, -1%, 7%, -5%, 0.0, 4, 0.6, -11%
- Cc1nnc(SC(C)C(=O)N(C)C2CCCCC2)n1N (centres undefined)
    27, -15%, ?, -9%, 0%, 0.1, -3, 0.1, -2%
- C[C@@H]1C[C@H]2[C@@H]3C[C@H](F)C4=CC(=O)C=C[C@]4(C)[C@@]3(F)[C@@H](O)C[C@]2(C)[C@@]1(O)C(=O)CO
    ·, 0%, 3%, -3%, 6%, 0.7, 7, ·, -26%
- CCN1CCN(Cc2nc3ccc([N+](=O)[O-])cc3c(=O)n2-c2ccc(OC)cc2OC)CC1
    -11, 0%[57.1 µM], -6%[57.1 µM], 3%, 1%, -0.3, 6, 0.4, -15%
- Cc1ccc(S(=O)(=O)N2c3ccc(S(N)(=O)=O)cc3CC2C)cc1 (centres undefined)
    -16, 6%[57.1 µM], -5%[57.1 µM], 2%, -3%, -1.1, 2, 1.6, -8%
- COc1cc2c(cc1OC)CN(CC(=O)Nc1ccc(C)cc1)CC2
    ·, 4%, 12%, 9%, 3%, -0.1, 0, ·, -20%
- O=C(CCN1C(=O)C2C3C=CC(C3)C2C1=O)NCc1cccnc1 (centres undefined)
    14, 9%[57.1 µM], 8%[57.1 µM], 2%, 5%, 0.3, 7, 2.3, -13%
- O=C(N/N=C/C=C/c1ccccc1[N+](=O)[O-])c1cccs1
    39*, -2%, 1%, 4%, -2%, -1.0, -5, -1.1, -19%
- Nc1ccc(CN2CCCCCC2)cc1
    -24, 3%, 5%, -3%, -1%, -0.5, 4, -2.8, -2%
- Clc1ccc(-c2nnc3sc(-c4ccccn4)nn23)cc1
    -8, ·, ·, ·, ·, 2.3, 3, -0.4, ·
